CHO-K1 Ca antag: nonselective inhibitor or artifact in parental CHO-K1 cells. ATP-induced calcium, Fluo-8 fluorescence. inhibition, % at 3 µM. 0.6% of 360,000 active. AID 602250;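 active = inhibition above a per-plate cutoff, the plate's mean sample inhibition plus 3 SD, cut at about 24% in these data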;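 note: 0% = DMSO plus EC80 ATP and 100% = DMSO alone without ATP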
CHRM1 agonist: activates human CHRM1 receptor; P11229; CHO-K1 hM1, Fluo-8 calcium fluorescence, agonist mode; 0% DMSO, 100% acetylcholine EC100; activation, % at 3 µM; 0.33% of 360,000 active; AID 588814;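 active = activation above the run's mean compound activation plus 3 SD, cut at about 16% in these data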;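 note: peak over basal fluorescence ratio within a 140 s kinetic read after compound addition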
Target sequence (P11229 whole entry, looked up): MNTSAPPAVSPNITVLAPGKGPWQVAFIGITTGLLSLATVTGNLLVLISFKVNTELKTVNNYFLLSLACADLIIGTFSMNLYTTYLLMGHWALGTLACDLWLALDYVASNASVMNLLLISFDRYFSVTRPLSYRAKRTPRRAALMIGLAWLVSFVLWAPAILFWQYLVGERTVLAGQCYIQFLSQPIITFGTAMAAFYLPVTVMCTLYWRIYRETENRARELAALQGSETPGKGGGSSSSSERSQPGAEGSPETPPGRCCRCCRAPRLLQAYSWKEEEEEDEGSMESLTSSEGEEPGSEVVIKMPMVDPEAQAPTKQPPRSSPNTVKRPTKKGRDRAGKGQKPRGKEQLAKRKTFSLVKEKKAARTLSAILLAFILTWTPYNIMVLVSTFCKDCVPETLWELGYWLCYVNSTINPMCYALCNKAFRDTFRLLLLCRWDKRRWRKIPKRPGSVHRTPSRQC
OXTR potentiator: human OXTR potentiation. CHO-OTR cells, Fluo-8 calcium fluorescence, potentiator mode; 0% = oxytocin EC15, 100% = EC100. activation, % at 3 µM. 0.061% of 320,000 active;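 active = activation above that plate's cutoff, the mean activation of tested compounds plus 3 SD, cut at about 6.6% in these data, passing the limit was not always enough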;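 note: 100% uses oxytocin at 75 nM as the full agonist control; some results filed as inactive read as strong as hits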
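Assay system: CHO cell line stably expressing human OTR. Reagent: EC15 oxytocin agonist. Dosing: single dose, 3.0 µM nominal final compound concentration. Timing: compound 6 min at room temperature before oxytocin, 100 s read. Signal: kinetic Fluo-8 calcium fluorescence. Controls: oxytocin EC15 low and EC100 high.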
TAAR1 antag: human TAAR1 antagonism; Q96RJ0; CHO RD-HGA16 TAAR1, Fluo-8 calcium fluorescence, antagonist; inhibition, % at 3 µM; 1.5% of 360,000 active; AID 624466;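 active = inhibition above a per-plate cutoff, the mean inhibition of test compounds on that plate plus 3 SD, cut at about 49% in these data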;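 note: 0% = DMSO plus EC80 beta-PEA response and 100% = DMSO alone without agonist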
Target sequence (Q96RJ0 whole entry, looked up): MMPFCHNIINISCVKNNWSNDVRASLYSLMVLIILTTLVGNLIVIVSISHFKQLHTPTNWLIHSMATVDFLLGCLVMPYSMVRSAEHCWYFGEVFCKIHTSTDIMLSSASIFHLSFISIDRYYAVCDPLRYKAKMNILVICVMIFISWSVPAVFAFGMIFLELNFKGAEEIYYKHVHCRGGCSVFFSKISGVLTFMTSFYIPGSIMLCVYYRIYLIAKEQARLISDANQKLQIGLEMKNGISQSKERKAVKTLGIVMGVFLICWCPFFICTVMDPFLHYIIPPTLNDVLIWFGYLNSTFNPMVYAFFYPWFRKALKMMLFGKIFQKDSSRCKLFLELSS
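Material: RD-HGA16 CHO cells with stable hTAAR1 and Gα16; Dosing: single nominal final test compound concentration of 3 µM; Schedule: seeding 17-24 h prior, 75-min 37 °C, 30-min RT dye loading; Detection: kinetic Fluo-8 calcium fluorescence measurement; Measure: % inhibition from peak post-agonist over basal fluorescence ratio; Benchmarks: vehicle and agonist controls.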
CHO parental Ca: counter-screen for OX1R antagonists: effect in parental CHO cells | 0.63% of 330,000 active | parental CHO-K1, ATP-induced calcium, Fluo-8 fluorescence | inhibition, % at 5.6 µM;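 active = inhibition above that plate's mean sample inhibition plus 3 SD, cut at about 26% in these data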;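 note: 0% = ATP-challenged DMSO wells and 100% = DMSO wells without ATP; some compounds past the cut are filed as inactive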
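Assay system: untransfected parental CHO cell line. Also added: ATP agonist challenge. Dosing: one dose, 5.6 µM nominal. Measured by: Fluo-8 fluorescence. Read-out: % inhibition. Benchmarks: ATP wells versus no-ATP DMSO wells. Repeats: no replicates.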
CHRM1 antagonist: blocks human M1 muscarinic receptor | AID 588852 | CHO-K1 hM1, Fluo-8 calcium fluorescence, ACh EC80 antagonist | inhibition, % at 3 µM | P11229 | 1.3% of 360,000 active;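 active = percent inhibition above its own plate's cutoff, namely the mean of that plate's compound wells plus 3 SD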;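 note: peak over basal fluorescence ratio during 140 s after agonist addition; 0% = ACh EC80 plus DMSO and 100% = DMSO alone without agonist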
M1 PAM parental: M1 PAM counterscreen hit in parental CHO-K1 cells; ATP EC20, Fluo-8 calcium fluorescence; 0% at ATP EC20, 100% at ATP max; activation, % at 3 µM; 0.02% of 360,000 active; AID 602247;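 active = activation above the run cutoff, the mean activation of all test compounds plus 3 SD, cut at about 40% in these data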;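 note: peak over basal fluorescence ratio in a 140 s read after ATP addition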
M1 ag parental: nonselective activator or artifact in parental CHO-K1 cells | 0.48% of 360,000 active | activation, % at 3 µM | Fluo-8 calcium fluorescence; scaled to maximal ATP response, vehicle zero; in the data active = activation above about 15%;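 note: untransfected CHO-K1 host cells lacking M1 receptor as counterscreen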
TAAR1 ag: human TAAR1 agonism; CHO RD-HGA16 TAAR1, Fluo-8 calcium fluorescence; vehicle wells 0%, saturating PEA agonist 100%; activation, % at 3 µM; Q96RJ0; AID 624467; 0.99% of 360,000 active;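 active = activation above the mean activation of all test compounds in the run plus 3 SD, cut at about 38% in these data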
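Assay system – CHO-derived RD-HGA16 cells with stable Gα16 and human TAAR1 · Compound dosing – one-point dosing at 3 µM (nominal) · Incubation – 17-24 h seeding, 75 min 37 °C dye, 30 min RT · Measured by – kinetic Fluo-8 calcium fluorescence · Control set – DMSO vehicle as 0%, PEA at EC100 as 100% · Repeats – single well for each compound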
Starred values were filed as active, the others as inactive.

What do the screens show for `COc1ccc(-c2cc3ccccc3n2CC(O)CN2CCCCC2)cc1` (stereo not drawn)?
CHO-K1 Ca antag: -10.5; CHRM1 agonist: -3.0; OXTR potentiator: -4.2; TAAR1 antag: -25.6; CHO parental Ca: -20.3; CHRM1 antagonist: -10.1; M1 PAM parental: 17.6; M1 ag parental: 2.3; TAAR1 ag: 4.7

What do the screens show for `COc1cccc(C(=O)Nc2ncc3c(n2)CC(c2ccc(OC)cc2OC)CC3=O)c1` (stereo not drawn)?
CHO-K1 Ca antag: -9.7; CHRM1 agonist: -6.5; OXTR potentiator: -9.8; TAAR1 antag: 15.1; CHO parental Ca: -19.3; CHRM1 antagonist: -1.0; M1 PAM parental: 1.6; M1 ag parental: 0.8; TAAR1 ag: 1.4

Results for CC1(C)OC(=O)C(=CNC(CO)C(=O)O)C(=O)O1 (stereo not drawn) ?
CHO-K1 Ca antag: -1.6; CHRM1 agonist: -2.1; OXTR potentiator: 2.7; TAAR1 antag: 5.0; CHO parental Ca: -3.6; CHRM1 antagonist: -5.7; M1 PAM parental: 14.8; M1 ag parental: 0.8; TAAR1 ag: 4.6

How did O=C1CCCN1CCC(=O)N1CCCC(N2CCN(c3ccccc3F)CC2)C1 (stereo not drawn) do in these assays?
CHO-K1 Ca antag: 0.8; CHRM1 agonist: -4.6; OXTR potentiator: -3.0; TAAR1 antag: -8.3; CHO parental Ca: -1.7; CHRM1 antagonist: -2.7; M1 PAM parental: -7.1; M1 ag parental: -0.2; TAAR1 ag: 1.3

How did Cc1ccc2c(c1)C(=O)CC(O)(C(F)F)O2 (stereo not drawn) do in these assays?
CHO-K1 Ca antag: 1.6; CHRM1 agonist: -2.7; OXTR potentiator: -3.9; TAAR1 antag: -11.5; CHO parental Ca: 11.4; CHRM1 antagonist: -1.6; M1 PAM parental: -15.2; M1 ag parental: 3.5; TAAR1 ag: 0.2

What do the screens show for `COc1ccc(C(=O)NNS(=O)(=O)c2ccc(OC)cc2)cc1`?
CHO-K1 Ca antag: -9.2; CHRM1 agonist: -3.9; OXTR potentiator: -3.5; TAAR1 antag: -20.4; CHO parental Ca: -11.1; CHRM1 antagonist: -18.7; M1 PAM parental: 9.6; M1 ag parental: 0.8; TAAR1 ag: 0.8

What do the screens show for `CC(NC(=O)c1ccccc1)C(=O)OCn1nnc2ccccc2c1=O` (stereo not drawn)?
CHO-K1 Ca antag: 0.6; CHRM1 agonist: -6.5; OXTR potentiator: -0.2; TAAR1 antag: -13.8; CHO parental Ca: -18.1; CHRM1 antagonist: -7.4; M1 PAM parental: -4.9; M1 ag parental: -0.3; TAAR1 ag: 0.5

Results for COc1ccc(-n2c(SCC(=O)Nc3ccc([N+](=O)[O-])cc3OC)nc3ccccc32)cc1 ?
CHO-K1 Ca antag: -5.9; CHRM1 agonist: -0.8; OXTR potentiator: -2.9; TAAR1 antag: 13.4; CHO parental Ca: -9.9; CHRM1 antagonist: -10.6; M1 PAM parental: 8.6; M1 ag parental: 0.5; TAAR1 ag: -1.1

How did CN1CCc2c(sc3c2C(=O)NC(c2ccco2)N3)C1 (stereo not drawn) do in these assays?
CHO-K1 Ca antag: -5.8; CHRM1 agonist: -6.0; OXTR potentiator: -1.5; TAAR1 antag: -14.1; CHO parental Ca: -5.0; CHRM1 antagonist: -7.8; M1 PAM parental: 5.6; M1 ag parental: 1.1; TAAR1 ag: 5.1

What do the screens show for `N#CCCn1c(=S)[nH]c2ccccc21`?
CHO-K1 Ca antag: -1.0; CHRM1 agonist: 0.0; OXTR potentiator: -7.7; TAAR1 antag: 3.0; CHO parental Ca: -11.6; CHRM1 antagonist: -11.6; M1 PAM parental: 24.3; M1 ag parental: 0.1; TAAR1 ag: 3.4

How did COc1cc(NS(=O)(=O)c2ccc(NC(=S)NC(=O)/C=C/c3ccco3)cc2)ncn1 do in these assays?
CHO-K1 Ca antag: 7.5; CHRM1 agonist: -3.7; TAAR1 antag: 17.4; CHRM1 antagonist: 6.5; M1 PAM parental: -12.3; M1 ag parental: 0.2; TAAR1 ag: 12.0

Results for COCCCN(C(=S)Nc1cc(Cl)cc(Cl)c1)C(C)c1ccccn1 (stereo not drawn) ?
CHO-K1 Ca antag: 6.6; CHRM1 agonist: 0.4; OXTR potentiator: -0.9; TAAR1 antag: -12.1; CHO parental Ca: -1.2; CHRM1 antagonist: 23.6; M1 PAM parental: 16.4; M1 ag parental: 10.1; TAAR1 ag: 2.6

What do the screens show for `CCc1ccccc1NC(=O)CC(NCc1ccccc1)C(=O)O` (stereo not drawn)?
CHO-K1 Ca antag: -13.5; CHRM1 agonist: -2.8; OXTR potentiator: -5.3; TAAR1 antag: -18.9; CHO parental Ca: -5.9; CHRM1 antagonist: -3.6; M1 PAM parental: 1.8; M1 ag parental: -0.4; TAAR1 ag: 2.9

What do the screens show for `CNC(=O)c1ccc(CN(C)C(=O)c2cc(C3CC3)nc3c2cnn3C(C)C)cc1`?
CHO-K1 Ca antag: 8.0; CHRM1 agonist: 6.8; TAAR1 antag: -27.9; CHRM1 antagonist: -7.5; M1 PAM parental: 6.2; M1 ag parental: 3.1; TAAR1 ag: 5.3

What do the screens show for `O=C(NCCn1c(C(F)(F)F)nc2cc(C(F)(F)F)ccc21)[C@H]1CCCN1c1nc(CN2CCCCC2)cs1`?
CHO-K1 Ca antag: -12.1; CHRM1 agonist: -7.0; OXTR potentiator: -5.4; CHO parental Ca: -10.0; CHRM1 antagonist: -4.8; M1 PAM parental: -6.9; M1 ag parental: 1.6

What do the screens show for `Cc1ccccc1C(=O)Nc1ccnc(-c2ccncc2)n1`?
CHO-K1 Ca antag: -18.0; CHRM1 agonist: -4.1; OXTR potentiator: -12.2; TAAR1 antag: 4.8; CHO parental Ca: -9.8; CHRM1 antagonist: -4.4; M1 PAM parental: 12.2; M1 ag parental: 1.0; TAAR1 ag: -1.2

How did CCOc1cc(S(=O)(=O)NCC2CCCO2)ccc1F (stereo not drawn) do in these assays?
CHO-K1 Ca antag: 1.9; CHRM1 agonist: -4.4; OXTR potentiator: -3.9; TAAR1 antag: -2.4; CHO parental Ca: 3.3; CHRM1 antagonist: -9.5; M1 PAM parental: -11.3; M1 ag parental: 0.7; TAAR1 ag: 1.1

How did COc1ccccc1/C=C(/C(=O)OCC(=O)N(C)Cc1ccccc1)c1ccccc1 do in these assays?
CHO-K1 Ca antag: 4.3; CHRM1 agonist: -7.5; OXTR potentiator: -5.7; TAAR1 antag: 4.2; CHO parental Ca: -15.2; CHRM1 antagonist: -3.7; M1 PAM parental: 15.6; M1 ag parental: 0.9; TAAR1 ag: 0.5

How did O=C(C1CC(=O)N(C2CCCC2)C1)N1CCC(Cc2ccccc2)CC1 (stereo not drawn) do in these assays?
CHO-K1 Ca antag: -17.2; CHRM1 agonist: 2.4; OXTR potentiator: -7.8; TAAR1 antag: -15.4; CHO parental Ca: 2.9; CHRM1 antagonist: -26.9; M1 PAM parental: -12.4; M1 ag parental: 2.1; TAAR1 ag: 7.5

What do the screens show for `O=C(c1cccc(Br)c1)N1CCN(C(=O)N2CCCCC2)CC1`?
CHO-K1 Ca antag: -0.8; CHRM1 agonist: -2.8; OXTR potentiator: -1.3; TAAR1 antag: 2.5; CHO parental Ca: -5.7; CHRM1 antagonist: -5.4; M1 PAM parental: 9.8; M1 ag parental: 0.5; TAAR1 ag: 7.9

Results for Cc1ccc(C(=O)NCc2ccccc2CN2CCCC2)cc1S(=O)(=O)N1CCOCC1 ?
CHO-K1 Ca antag: -16.8; CHRM1 agonist: -7.8; OXTR potentiator: -8.3; TAAR1 antag: 12.0; CHO parental Ca: -10.1; CHRM1 antagonist: -4.3; M1 PAM parental: 10.6; M1 ag parental: 0.8; TAAR1 ag: 0.7

Results for O=C(CSC(=S)N1CCCC1)NCC(=O)Nc1ccccc1Br ?
CHO-K1 Ca antag: -9.7; CHRM1 agonist: -2.8; OXTR potentiator: -4.9; TAAR1 antag: -12.3; CHO parental Ca: -8.5; CHRM1 antagonist: -11.2; M1 PAM parental: 1.7; M1 ag parental: 1.2; TAAR1 ag: 1.9

How did O=C(Nc1cnc2ccccc2c1)c1ccco1 do in these assays?
CHO-K1 Ca antag: -4.8; CHRM1 agonist: -1.2; OXTR potentiator: -3.0; TAAR1 antag: 3.5; CHO parental Ca: -9.8; CHRM1 antagonist: 10.6; M1 PAM parental: 1.8; M1 ag parental: 0.7; TAAR1 ag: 10.8

How did Cc1ccc(C)c(NC(=O)CN(C)C(=O)c2ccccn2)c1 do in these assays?
CHO-K1 Ca antag: -7.6; CHRM1 agonist: -2.2; TAAR1 antag: 4.0; CHRM1 antagonist: -4.5; M1 PAM parental: 3.2; M1 ag parental: 0.4; TAAR1 ag: 0.6

What do the screens show for `CCOC(=O)C1CCN(C(=O)c2cc(S(=O)(=O)N3CCOCC3)c(Cl)cc2Cl)CC1`?
CHO-K1 Ca antag: -8.4; CHRM1 agonist: 0.8; OXTR potentiator: -9.6; TAAR1 antag: -16.5; CHO parental Ca: -5.3; CHRM1 antagonist: -2.9; M1 PAM parental: 4.9; M1 ag parental: 0.7; TAAR1 ag: 6.4

Results for CCOC(=O)N(C)c1c(CC)nc2c(OCc3cccc(Cl)c3)cccn12 ?
CHO-K1 Ca antag: -0.2; CHRM1 agonist: -8.0; TAAR1 antag: -24.3; CHRM1 antagonist: -2.9; M1 PAM parental: 2.9; M1 ag parental: 0.5; TAAR1 ag: 0.4

How did Cc1ccc(S(=O)(=O)N2CCOC2CNC(=O)C(=O)NCc2ccccc2)cc1 (stereo not drawn) do in these assays?
CHO-K1 Ca antag: -8.3; CHRM1 agonist: 0.7; OXTR potentiator: -3.1; TAAR1 antag: -11.5; CHO parental Ca: -9.7; CHRM1 antagonist: -3.4; M1 PAM parental: 7.5; M1 ag parental: 1.6; TAAR1 ag: 1.1

Reprinted at random: 2 entries already listed, in no set order.
Results for CCOC(=O)N(C)c1c(CC)nc2c(OCc3cccc(Cl)c3)cccn12 ?
CHO-K1 Ca antag: -0.2; CHRM1 agonist: -8.0; TAAR1 antag: -24.3; CHRM1 antagonist: -2.9; M1 PAM parental: 2.9; M1 ag parental: 0.5; TAAR1 ag: 0.4

Results for Cc1ccc(C(=O)NCc2ccccc2CN2CCCC2)cc1S(=O)(=O)N1CCOCC1 ?
CHO-K1 Ca antag: -16.8; CHRM1 agonist: -7.8; OXTR potentiator: -8.3; TAAR1 antag: 12.0; CHO parental Ca: -10.1; CHRM1 antagonist: -4.3; M1 PAM parental: 10.6; M1 ag parental: 0.8; TAAR1 ag: 0.7
